Assay outcomes as filed in PubChem BioAssay.
UHRF1 MBD2 ctr: UHRF1 methyl-DNA binding inhibition; UHRF1 binding to methylated oligo, TR-FRET; Q96T88; 370,000 compounds, 0.75% hits; inhibition, % at 4.4 µM; in the data active means inhibition above about 21%;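 further: UHRF1 SRA domain binding a hemimethylated CpG hairpin DNA probe; 0% = median of test compound wells and 100% = reference inhibitor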
MBD2 DNA inh: blocks human MBD2 binding to methylated DNA. Q9UBB5. TR-FRET, MBD2 binding to methylated oligonucleotide. inhibition, % at 4.4 µM. 370,000 compounds, 0.31% hits; in the data active means inhibition above about 13%
Target sequence (Q9UBB5 whole entry, looked up): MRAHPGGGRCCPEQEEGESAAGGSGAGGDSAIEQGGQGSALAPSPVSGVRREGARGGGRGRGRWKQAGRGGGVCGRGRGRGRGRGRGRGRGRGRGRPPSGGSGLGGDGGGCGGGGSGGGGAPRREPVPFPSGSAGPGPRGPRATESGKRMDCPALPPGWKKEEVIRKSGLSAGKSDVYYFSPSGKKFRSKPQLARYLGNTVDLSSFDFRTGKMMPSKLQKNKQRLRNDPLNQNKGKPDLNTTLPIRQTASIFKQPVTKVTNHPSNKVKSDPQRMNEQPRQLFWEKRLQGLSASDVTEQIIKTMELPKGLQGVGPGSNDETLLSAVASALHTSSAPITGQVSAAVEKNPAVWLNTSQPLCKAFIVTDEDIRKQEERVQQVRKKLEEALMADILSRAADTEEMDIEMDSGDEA
PG9 Ab binder: PG9 antibody binding by small molecule; 360,000 compounds, 0.43% hits; TR-FRET gp120-PG9 antibody binding; inhibition, % at 6.7 µM; in the data active means inhibition above about 8.5%
PRMT1 FP inh: inhibitors of human PRMT1 | Q99873 | 370,000 compounds, 1.3% hits | recombinant PRMT1, activity-based probe fluorescence polarization | inhibition, % at 2.79 µM;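 active means inhibition above about 21% made by adding two undisclosed values, limit read from the data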
Target sequence (Q99873 whole entry, looked up): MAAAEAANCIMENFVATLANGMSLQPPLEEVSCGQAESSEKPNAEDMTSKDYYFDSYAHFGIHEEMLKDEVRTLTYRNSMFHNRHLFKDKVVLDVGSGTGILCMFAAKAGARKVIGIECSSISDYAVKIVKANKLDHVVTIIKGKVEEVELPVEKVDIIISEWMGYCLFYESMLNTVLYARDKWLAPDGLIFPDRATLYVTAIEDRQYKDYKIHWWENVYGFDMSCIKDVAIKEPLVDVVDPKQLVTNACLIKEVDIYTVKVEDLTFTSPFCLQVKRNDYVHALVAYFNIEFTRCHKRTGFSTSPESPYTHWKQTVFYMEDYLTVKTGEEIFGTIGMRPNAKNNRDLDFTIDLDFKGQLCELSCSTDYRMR
HTRA1 inh: inhibitors of human serine peptidase HTRA1. recombinant HTRA1, FP-rhodamine activity-based probe, fluorescence polarization. inhibition, % at 5.96 µM. 340,000 compounds, 0.5% hits. AID 504803; in the data active means inhibition above about 36%;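 further: 0% = enzyme with DMSO and 100% = wells lacking enzyme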
mABHD4 FP: ABHD4 (mouse) inhibition, primary FP screen. Q8VD66. purified mABHD4, FP-Rh probe fluorescence polarization. inhibition, % at 8.92 µM. 370,000 compounds, 0.54% hits. AID 720543;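 active means inhibition exceeding the mean over every tested compound plus 3 SD, cut at about 30% in these data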;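 further: 0% = plate median of compound wells and 100% = S159A mutant with DMSO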
Target sequence (Q8VD66 whole entry, looked up): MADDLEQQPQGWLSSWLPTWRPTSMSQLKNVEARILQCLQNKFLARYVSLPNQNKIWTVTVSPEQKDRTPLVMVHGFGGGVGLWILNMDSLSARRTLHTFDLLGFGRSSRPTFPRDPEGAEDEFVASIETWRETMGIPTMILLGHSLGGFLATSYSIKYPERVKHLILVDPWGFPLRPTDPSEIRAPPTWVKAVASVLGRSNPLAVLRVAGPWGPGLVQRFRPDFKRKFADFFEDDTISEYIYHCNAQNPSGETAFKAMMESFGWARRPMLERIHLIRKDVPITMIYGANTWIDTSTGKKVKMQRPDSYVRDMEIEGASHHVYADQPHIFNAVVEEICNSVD
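Test system: mABHD4 protein; Read-out basis: % inhibition; Incubation: 45 min + 60 min at 25 °C; Repeats: single replicate; Technique: fluorescence polarization with parallel and perpendicular emission, 525/598 nm; Compound: 8.92 µM, single dose; Benchmarks: full inhibition S159A mutant plus DMSO, zero as sample-well median.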
TCR CD3 inh: human TCR-CD3 binding inhibition. TAMRA-labeled TCR probe fluorescence, biochemical. inhibition, % at 9.4 µM. 360,000 compounds, 0.37% hits. AID 651800; in the data active means inhibition above about 19%;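 further: recombinant mutant TCR 2C K166C tagged with TAMRA read by polarization; 0% = receptor in buffer alone and 100% = receptor with positive control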
NR1D1 modulator: modulates human Rev-erb alpha binding to DNA; P20393; Rev-erbα–FITC-DNA binding, fluorescence polarization, 90 min; activity, % at 10 µM; 370,000 compounds, 0.79% hits; AID 1259318;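 active means activity above about 14%, limit read from the data; passing the limit was not always enough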;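 further: 0% = DMSO wells with 35 nM protein and 100% = DMSO wells with 750 nM protein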
rCAG binder: r(CAG) repeat RNA binding; TO-PRO-1 dye displacement fluorescence; inhibition, % at 3 µM; 370,000 compounds, 1.3% hits; AID 651821;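 active means inhibition above the plate cutoff, the mean of all test compounds on that plate plus 3 SD, cut at about 35% in these data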;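 further: 0% = DMSO alone and 100% = 100 µM mitoxantrone as full dye displacement; higher means more dye released from RNA so lower well fluorescence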
LEDGF integ inh: blocks HIV-1 LEDGF/p75-dependent DNA integration; TR-FRET IN-LEDGF/p75 DNA integration, Eu/Cy5; inhibition, % at 3.7 µM; 370,000 compounds, 0.64% hits; AID 743269;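 active means inhibition above the screen-wide mean plus 3 SD, cut at about 13% in these data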;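 further: signal is the Cy5 over europium emission ratio at 671 and 618 nm; 0% = plate median of compound wells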
Active calls of the source: *; . = not tested or not shown.

SMILES	UHRF1 MBD2 ctr	MBD2 DNA inh	PG9 Ab binder	PRMT1 FP inh	HTRA1 inh	mABHD4 FP	TCR CD3 inh	NR1D1 modulator	rCAG binder	LEDGF integ inh
CCOC(=O)C(=O)Nc1nc(-c2ccccc2)c(CC)s1	5	6	-2.7	-4	-3	0	3	-2	-1	3
COc1ccccc1NC(=O)c1ccc(NC(=O)COC(=O)c2cccnc2Cl)cc1	-1	5	0.2	-1	30	-8	0	-2	4	0
O=C(COC(=O)COc1cccc(F)c1)Nc1nc2ccccc2s1	-2	-8	0.1	3	-3	3	-1	-11	5	4
COc1ccc(C2c3cc4c(cc3OC(NNC(N)=O)C2C)OCO4)cc1 (stereo unspecified)	-1	1	0.8	0	-6	-1	-5	-1	2	0
Cn1c(C(=O)NCCCN2CCN(c3ccccc3F)CC2)cc2c(=O)n(C)c3ccccc3c21	2	9	0.2	12	-6	-7	0	-1	6	0
CSc1ccc(NC(=O)NCCN2CCc3ccccc3C2)cc1	5	8	1.4	7	-5	-6	-8	-5	-1	1
CN1CCC(=O)N(CCOc2ccccc2)CC1	11	7	-1.9	0	2	3	3	-3	-1	-3
Cc1ccc(C)c(NC(=O)NCCN2CCCCC2)c1	1	-4	-1.6	-8	-8	0	9	-4	-3	4
Cc1ccc(S(=O)(=O)N2CC(=NO)C2)cc1	12	2	1.1	1	2	-4	-2	-1	-1	1
Cc1cccc(C)c1NC(=O)CNC(=O)c1ccc(N2CCCC2)c([N+](=O)[O-])c1	-7	-10	1.2	-1	-3	0	17	-3	1	3
O=S(=O)(c1cccs1)N1CCC2(CC1)OCCO2	4	1	-3.7	-1	7	4	-1	1	-4	4
COC(=O)CC(N)c1ccc(Br)cc1 (stereo unspecified)	-1	2	2.5	0	-10	-4	-5	-2	-1	2
CCn1cc(/C=C2/SC(=S)NC2=O)c(C)n1	5	-7	-5.0	-1	4	-2	-4	4	-1	-3
COc1ccccc1Nc1ccc(C(=O)O)cc1[N+](=O)[O-]	-5	-21	-2.5	-4	6	10	0	5	1	3
c1ccc2c(-c3c[nH]c4ccccc34)c3ccccc3nc2c1	-2	1	-2.5	2	-44	-26	1	-2	5	-2
O=Cc1c(F)cccc1N1CCCC1	-1	2	-1.5	0	2	2	9	-2	-2	-1
O=C(Nc1ccccc1N1CCCC1)C1=COCCO1	-3	-4	-2.2	-1	2	5	-3	-2	0	-1
Cc1cccc(CCNS(=O)(=O)c2ccc(S(=O)(=O)N3CCCCC3)cc2)c1	0	-4	-0.1	-3	1	6	7	-3	0	-3
CC(C)[C@@H](CO)NC(=O)c1ccc2c3n(nc2c1)-c1ccccc1CO3	-2	-7	-0.7	-1	4	-2	5	-3	-2	-1
Cc1cccc(N=C2NC(=O)S/C2=C\c2ccco2)c1	-3	-6	-9.2	21*	24	-75	-8	5	20	3
Cc1cc(C)cc(OCC(=O)N(C)CC(=O)Nc2ccc(Cl)c(C(F)(F)F)c2)c1	-4	3	0.4	0	-79	-1	-1	2	4	2
CC1(C)Cc2c(ccc3ccccc23)C(NNC(=O)c2cccnc2)=N1	-1	-1	-3.3	0	6	3	-2	2	0	-3
COc1ccc2[nH]c(=O)c(C(c3nnnn3C3CCCCC3)N3CCN(C)CC3)cc2c1 (stereo unspecified)	6	0	2.4	1	-3	3	-5	0	2	1
Cc1c(C(=O)N2CCN(c3ccccc3F)CC2)oc2c1C(=O)CC(C)(C)C2	-1	3	-0.7	-1	2	-4	3	2	-4	2
c1ccc(C(c2nnnn2Cc2ccco2)N2CCN(c3nc4ccccc4s3)CC2)cc1 (stereo unspecified)	7	-5	2.0	1	-40	6	7	-1	3	1
CC(=O)c1cccc(OCCCOc2cccc3cccnc23)c1	-4	-7	1.4	-1	-2	2	13	2	-5	-1
O=C(COC(=O)c1cccc(O)c1)Nc1ccc(N2CCOCC2)cc1	-2	-1	-2.1	-5	-7	-3	3	-2	4	3
CCCOc1ccc(F)cc1-c1cc(C(=O)Nc2ccccc2)[nH]n1	14	2	1.0	-1	.	-19	7	21*	2	2
CC(C)NC(=O)CCCc1ccccc1	-3	4	-0.8	-4	11	6	7	-3	-3	4
CCOC(=O)N/N=C\c1cccc(OC)c1	-1	-1	-2.1	3	5	3	-1	-3	2	-2
CC(=O)Nc1ccc(S(=O)(=O)N2CCC(C(=O)O)CC2)cc1	0	3	-1.0	1	-6	2	2	0	0	-3
COC(=O)c1c(NC(=O)C2COc3ccccc3O2)sc2c1CCN(C(=O)OC)C2 (stereo unspecified)	-4	4	-0.3	1	4	-2	7	-1	6	0
CCN(CC)S(=O)(=O)c1ccc(N2CCCC2)c(NC(=O)C2=NN(c3ccccc3)C(=O)CC2)c1	-2	-5	-1.4	2	-16	10	9	-7	6	2
COc1ccc2cc(CN(CCc3ccccc3)Cc3nnnn3Cc3ccco3)c(=O)[nH]c2c1	-3	-4	-0.5	22*	-17	-5	5	4	9	7
COc1ccc(/C=N/NC(=O)Cn2cnc3ccccc3c2=O)cc1OC	0	-7	-0.9	0	-3	4	-9	4	-3	2
CCN(c1ccccc1)S(=O)(=O)c1ccc(NN)nc1	-1	-4	-0.9	-3	5	3	4	-2	7	4
CC1(C)CC(=O)C2=C(C1)OC1=C(C(=O)CC(C)(C)C1)C2c1ccccc1	3	1	-3.0	-1	-1	-3	-3	11	-9	-4
O=C(CSCc1ccc(Cl)cc1)N/N=C/c1ccc(OCC(=O)Nc2ccccc2)cc1	-1	5	-1.0	-3	-8	-4	12	-10	6	-1
COc1nc(OC)nc(N2CCC(C(=O)N(C)Cc3ccccc3F)CC2)n1	0	-2	.	-1	.	2	.	-1	-2	6
O=C(Nc1csnn1)OCc1ccccc1	0	0	0.6	0	6	1	2	2	2	-2

Reformatted field by field: entries from further up
COc1ccc(/C=N/NC(=O)Cn2cnc3ccccc3c2=O)cc1OC
  UHRF1 MBD2 ctr = 0
  MBD2 DNA inh = -7
  PG9 Ab binder = -0.9
  PRMT1 FP inh = 0
  HTRA1 inh = -3
  mABHD4 FP = 4
  TCR CD3 inh = -9
  NR1D1 modulator = 4
  rCAG binder = -3
  LEDGF integ inh = 2

COc1ccc2cc(CN(CCc3ccccc3)Cc3nnnn3Cc3ccco3)c(=O)[nH]c2c1
  UHRF1 MBD2 ctr = -3
  MBD2 DNA inh = -4
  PG9 Ab binder = -0.5
  PRMT1 FP inh = 22*
  HTRA1 inh = -17
  mABHD4 FP = -5
  TCR CD3 inh = 5
  NR1D1 modulator = 4
  rCAG binder = 9
  LEDGF integ inh = 7

CCN(CC)S(=O)(=O)c1ccc(N2CCCC2)c(NC(=O)C2=NN(c3ccccc3)C(=O)CC2)c1
  UHRF1 MBD2 ctr = -2
  MBD2 DNA inh = -5
  PG9 Ab binder = -1.4
  PRMT1 FP inh = 2
  HTRA1 inh = -16
  mABHD4 FP = 10
  TCR CD3 inh = 9
  NR1D1 modulator = -7
  rCAG binder = 6
  LEDGF integ inh = 2

(next part)
SMILES	UHRF1 MBD2 ctr	MBD2 DNA inh	PG9 Ab binder	PRMT1 FP inh	HTRA1 inh	mABHD4 FP	TCR CD3 inh	NR1D1 modulator	rCAG binder	LEDGF integ inh
CCOC(=O)c1c(/N=C/c2cc(OC)cc([N+](=O)[O-])c2O)sc(C)c1C	-6	-9	-4.4	4	12	1	5	3	6	0
Cc1ccc2sc(N3CCN(CCNC(=O)c4ccco4)CC3)nc2c1C	-2	3	0.9	0	-7	4	-1	0	-4	-1
COC(=O)[C@@]1(C)[C@H]2C(=O)N(C)C(=O)[C@H]2[C@H]2CN=C(SC)N21	-1	-3	-0.6	-4	8	4	2	-14	2	-4
CN(C)c1ccnc(Oc2ccc(Cl)cc2)c1C#N	-4	3	-0.2	-1	0	-1	2	-4	-6	1
Cc1ccc(/C=C/c2nc3ccccc3c(=O)n2CCc2ccccc2)cc1	-3	-7	-1.9	-2	-1	-2	3	4	3	6
CN1CCN(S(=O)(=O)c2cnccc2N2CCN(c3cccc(Cl)c3)CC2)CC1	5	3	-3.4	3	-5	4	0	1	1	4
CC(NC(=O)c1ccc(N2CCCC2=O)cc1)c1ccccc1 (stereo unspecified)	7	6	-1.3	-1	1	2	5	1	-2	3
Cc1cc(C)c(Nc2ncnc(N)n2)c(C)c1	1	1	-0.1	-2	-2	1	-2	-1	-2	-2
CC1CCc2c(nc3ncnn3c2N2CCN(c3ccccc3)CC2)C1 (stereo unspecified)	1	-6	-0.8	1	-1	1	1	1	-4	-1
O=C(CSc1nc(-c2ccco2)cc(C(F)(F)F)n1)NCc1cccs1	-2	-1	2.0	5	-4	-5	1	4	0	-1
c1ccc(CCNc2nc(-c3ccncc3)nc3ccccc23)cc1	7	0	0.6	1	.	-22	-3	3	0	-4
CCOC(=O)N1CCN(C(=O)c2cn(CC)c3ccc(S(=O)(=O)N4CCC(C)CC4)cc3c2=O)CC1	5	4	3.0	5	-3	-7	-1	0	0	-3
O=C1NC[C@H](CCCCN2C[C@H](Cc3ccc(O)cc3)N(Cc3ccccc3)C(=O)C2=O)N(CCc2ccc(O)cc2)C1=O	1	-5	-0.6	-8	.	1	6	0	7	4
Cc1cc(C(=O)Nc2cc(C)on2)on1	-1	-4	0.9	1	2	8	3	2	3	2
NNc1ccc([N+](=O)[O-])c2[nH][nH]c(=O)c12	40*	5	-21	40*	52*	54*	50*	-30	42*	19*
Cc1ccc(Cc2nnc(SCC(=O)Nc3ccccc3C)[nH]c2=O)cc1	-1	-5	-1.7	4	0	6	6	2	15	-3
Cc1ccc(/C=C/C(=O)NC2=NCCS2)cc1	-7	-6	-2.5	1	-10	1	2	-5	6	4
CCc1nc(SCC(=O)Nc2cc(OC)ccc2OC)c2c(C)c(C)sc2n1	1	3	-1.4	2	-5	2	-8	-2	2	-7
COc1ccc(CC(=O)N2CCC(CCC(=O)Nc3ccccc3)CC2)cc1	1	0	1.6	0	3	6	-3	9	-5	-1
CCN(CC)CCN1C(=O)C(=O)/C(=C(/O)c2c(C)[nH]c(C(=O)OC)c2C)C1c1ccco1 (stereo unspecified)	-3	1	-1.8	1	1	4	3	2	1	-1
O=C(/C=C/c1ccccc1F)c1ccoc1	-4	-4	-1.8	1	2	0	7	9	5	0
COc1ccc(OC)c(CNS(=O)(=O)c2cc(CN3C(=O)c4cccnc4C3=O)ccc2OC)c1	-1	-4	1.2	2	8	-2	-4	-2	0	-1
O=C(N/N=C\c1cc(Br)ccc1O)c1ccc(S(=O)(=O)N2CCCCC2)cc1	-3	-7	-4.2	0	26	7	15	-11	6	-5
CC(C)C(NC(=O)/C(=C\c1ccco1)NC(=O)c1ccco1)C(=O)O (stereo unspecified)	-2	-1	-2.6	1	1	2	6	0	1	0
CC(C)(C(=O)N1CCC1(C)C(=O)NS(=O)(=O)c1cccc(C#N)c1)c1ccccc1 (stereo unspecified)	1	-5	-2.6	-3	.	2	2	0	8	1
O[C@@H]1C2CCCC1[C@]1(O)CCCCC1C2 (stereo partly specified)	0	-1	-1.6	-2	-3	1	1	3	-1	-1
Cc1ccc2[nH]c(=O)c(CN(CC3COCCO3)C(=O)Nc3ccccc3C)cc2c1 (stereo unspecified)	0	3	-1.3	-1	-4	-3	3	3	-6	2
COc1ccc(C)cc1NC(=O)c1nn(-c2ccccc2)cc1OC	-2	-1	-3.5	-1	-92	-12	-4	3	6	0
Cc1ccc(NC(=S)NNC(=O)c2nnn(-c3ccccc3)c2C)cc1	1	-6	0.6	-3	2	17	2	-3	14	1
COc1ccc(-c2nnc(SC(C)C(=O)Nc3nccs3)n2Cc2ccccc2)cc1OC (stereo unspecified)	1	3	0.6	0	-10	-3	6	-2	-10	-3
CC(C)(C)n1nc2c(c1NC(=O)Cc1ccc(Cl)cc1)CS(=O)(=O)C2	3	4	1.2	3	-9	-3	-2	-9	-6	-3

These rows are one share of the data; the hit share may differ from the screen's.
